PMI inhibitors: MPI enzyme activity inhibition – biochemical, fluorescence intensity, coupled assay, primary screen (AID 1209); 190,000 tested, 0.42% active; purified PMI enzyme, coupled fluorescence intensity; higher % means a stronger effect; inhibition, % at 20 µM, or IC50 in µM where a hit was titrated;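 also: plate controls were DMSO vehicle for no effect and wells lacking substrate for full effect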
TNAP activation fold: human TNAP enzyme activators, primary screen, biochemical, luminescent, no phosphate acceptor, uHTS (AID 1001). one-dose activation fold at 20 µM; EC50 in µM for titrated hits. purified TNAP, luminescent activation assay, no phosphate acceptor; higher activation fold means a stronger effect. 200,000 tested, 0.03% active; in the data active = activation fold from about 3, or a potency from the dose series; inactive = the rest, 99 in 100 with activation fold below about 1.6; also: many of its hits are not listed in these tables
ER stress rescue: rescue of cells from ER stress-induced death, primary screen, 384-well, CSM14.1, thapsigargin, ATP luminescence (AID 1222); one-dose cellular ATP content (survival), % at 20 µM; EC50 in µM for titrated hits; CSM14.1 thapsigargin-induced death rescue, ATP luminescence; higher % means a stronger effect; 190,000 tested, under 10 active;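 active = EC50 below 50 µM in the dose-response confirmation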;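 also: death triggered by thapsigargin at about 15 µM added after 2 h compound pretreatment; cell ATP read after overnight thapsigargin exposure of roughly 18 to 22 hours; normalized against plate controls of thapsigargin alone and 5% DMSO vehicle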
Hep lipid drop: modulators of hepatic lipid droplet formation | AML12 mouse hepatocytes, oleate lipid droplets, BODIPY imaging | inhibition, % at 6.5 µM | 240,000 tested, 0.4% active;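 active = lipid droplet intensity inhibited by at least 50%, with more than 500 cells counted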
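Assay system: AML12 mouse liver cells | Compound: 6.5 µM single-point dosing | Schedule: Overnight exposure | Technique: Fluorescence imaging, 20x objective, two fields per well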
Myeloid diff 2: compounds promoting myeloid differentiation; AID 624256; ER-HoxA9 myeloid progenitors, lysozyme-GFP differentiation, flow cytometry; calls only at 10 µM; 360,000 tested, 1% active;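 active = normalized GFP-positive differentiation at or above the plate's own cutoff, the solvent-only control mean plus 3 SD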;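 also: cells exposed to compound for four days before flow analysis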
WT yeast gro inh: growth inhibition of WT yeast, mitochondrial fusion screen; 190,000 tested, 2.1% active; AID 1362; mitochondrial fusion phenotypic screen, WT strain; inhibition, % at 10 µM; in the data active = inhibition above about 58%; tested in S. cerevisiae
P. falciparum M1AAP: P. falciparum M1AAP inhibitors, biochemical, fluorogenic H-Leu-NHMec substrate, 1536-well (AID 1445). recombinant M1AAP, H-Leu-NHMec fluorogenic kinetic assay; higher % means a stronger effect. inhibition, % at 30 µM; hits with a dose series show IC50 in µM. 220,000 tested, 0.42% active;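 active = primary inhibition above the hit cutoff, then over 50% inhibition at one or more dose response concentrations, cut at about 23% in these data, passing the limit was not always enough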;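 also: plate controls were DMSO full reaction for no effect and no enzyme background for full effect; strong numbers were not always called active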
K1F lysis inhibition: protection from phage-mediated lysis, alamar blue read-out – E. coli UTI89, K1F phage, bacterial capsule biogenesis inhibitors (AID 488966); E. coli UTI89 K1F phage lysis, alamar blue, 2 h; higher % means a stronger effect; inhibition, % at 100 µM, or IC50 in µM where a hit was titrated; 340,000 tested, 0.02% active;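 active = phage lysis inhibition, versus mean bacterial control, above a set limit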;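 also: capsule biogenesis inhibitors block K1F phage lysis so surviving cells raise fluorescence; higher fluorescence means more inhibition of phage lysis; actives were called in the ten point dose series up to 300 µM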
PMI inhibition: human PMI inhibitors, high substrate, primary screen, biochemical, fluorescence intensity, high mannose 6-phosphate (AID 1220). recombinant PMI enzyme, coupled fluorescence intensity; higher % means a stronger effect. inhibition, % at 20 µM, or IC50 in µM where a hit was titrated. 190,000 tested, 0.66% active
WT yeast gro inh mutant strain: recorded beside WT yeast gro inh, whose call it bears; inhibition, %; mitochondrial fusion phenotypic screen, mutant strain inhibition
Hep lipid drop cells 6.5 µM: recorded beside Hep lipid drop, whose call it bears; cell count; measured here: cell count, cytotoxicity flag;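 cells counted across two imaged fields per well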
Myeloid diff 2 GFP+ MAC1+ %: also measured in Myeloid diff 2; calls as there; GFP+ MAC1+ double positive, %; measured here: differentiation confirmed by MAC1 staining
* = called active by the depositor; i = inactive; nt = not tested or not shown; [ ] = another dose, or the depositor's remark. Rule as the data show it, unless noted: active = inhibition above about 50%; inactive = the rest. Rows were taken by chance; overall some 4.6% were active at least once.

smiles,PMI inhibitors,TNAP activation fold,ER stress rescue,Hep lipid drop,Hep lipid drop cells 6.5 µM,Myeloid diff 2,Myeloid diff 2 GFP+ MAC1+ %,WT yeast gro inh,WT yeast gro inh mutant strain,P. falciparum M1AAP,K1F lysis inhibition,PMI inhibition
Cn1c(CC(=O)Nc2ccccc2C(F)(F)F)c(Sc2ccccc2)c2ccccc21,7%,1.1,-1.4%,31,497,i,0.4,-11,6,6%,0.5%,-4%
C=CCN(CC=C)C(=S)Nc1cc(Cl)ccc1OC,10%,1.1,1.9%,-7,570,i,1.2,16,36,4%,-0.1%,10%
CCOCCCNC(=S)NCCCNc1nc2ccc(C)cc2cc1C#N,-65%,1.3,-1.9%,-2,760,nt,nt,-5,9,7%,nt,-110%
Cc1sc2nc(-c3cccs3)nc(N3CCCN(C)CC3)c2c1C,-6%,1.1,-5.7%,nt,nt,nt,nt,nt,nt,nt,nt,-9%
CN(C)CCn1c(NC(=O)c2ccc(Cl)cc2)nc2ccccc21,-11%,1,-1.3%,-14,709,i,12,5,8,9%,0.1%,-13%
CCC(C)c1ccc(NC(=O)C2CCCN(c3ncccn3)C2)cc1 (stereo unspecified),4%,1.1,7.6%,nt,nt,i,3.1,13,-17,-1%,0.2%,6%
Cc1ccccc1Nc1nc(-c2sc(NC(=O)c3cccc(Cl)c3)nc2C)cs1,36%,1,3.1%,nt,nt,nt,nt,0,-6,11%,nt,17%
CCn1c2ccccc2c2cc(NC(=O)CSc3nnc(-c4cccc(Cl)c4)o3)ccc21,9%,1.1,-1.9%,nt,nt,i,1.0,13,0,-2%,0.4%,6%
Nn1c(Cc2cccc3ccccc23)nnc1SCC(=O)N1CC(=O)Nc2ccccc21,11%,1.3,-1.0%,13,797,i,1.2,-8,9,-4%,0.0%,6%
CN(C)CCNc1ncnc2c1cnn2-c1ccc(Cl)cc1,-5%,1.1,-2.0%,nt,nt,i,2.4,22,15,5%,-0.1%,-3%
O=C(CNCc1ccc(Cl)cc1)NCc1ccco1,11%,1.2,-2.9%,8,655,i,0.8,-18,-36,8%,-0.2%,-4%
COc1cc(C(=O)Nc2cccc3ncccc23)cc(OC)c1OC,0%,1.1,-0.6%,12,780,i,0.6,0,-4,-2%,0.3%,-8%
O=C(Nc1ccccc1O)c1ccccc1O,10%,1.1,-3.1%,nt,nt,i,0.8,26,8,4%,-0.4%,19%
Cc1ccc(NCc2nnc(SCC(=O)Nc3ccccc3)n2CC2CCCO2)c(C)c1 (stereo unspecified),4%,1,-2.8%,9,768,i,1.1,-1,28,-4%,0.4%,-2%
Cc1cccn2cc(-c3ccc4c(c3)NC(=O)CO4)nc12,nt,nt,nt,-2,688,i,0.1,nt,nt,4%,2.0%[50 µM],nt
CC(=O)NC(=S)Nc1ccccc1N1CCN(C(=O)c2ccccc2)CC1,9%,1.1,-0.9%,0,599,i,0.2,8,17,14%,-0.1%,2%
O=C(NCc1ccco1)c1nc2c(nnn2Cc2cccc(Cl)c2)c(=O)[nH]1,9%,1,0.0%,nt,nt,nt,nt,-3,37,10%,-0.4%,3%
CCC(=O)Nc1nnc(SCc2ccc(F)cc2)s1,3%,1.1,-1.5%,0,751,i,0.8,-5,-4,4%,0.3%,-1%
CN(C)CCNC(=O)c1cccc(S(=O)(=O)Nc2ccccc2F)c1,-1%,1.1,0.2%,10,684,i,0.3,4,4,2%,-0.4%,1%
O=C(Cc1n[nH]c(=O)c2ccccc12)NCc1ccccc1,-10%,1.1,0.1%,5,709,i,0.2,3,4,6%,nt,-8%
CCOC(=O)c1c(C)[nH]c(C)c1C(=O)CSc1nnc(-c2ccc(OC(F)F)cc2)o1,0%,1,0.8%,-23,755,i,2.9,5,-4,0%,0.2%,-8%
O=C(c1cccc([N+](=O)[O-])c1)N1CCN(C/C=C/c2ccccc2)CC1,nt,nt,nt,-5,709,i,0.6,nt,nt,9%,-0.1%,nt
S=C(N/N=C/c1cccc2ccccc12)Nc1cccc(Cl)c1,nt,nt,nt,-6,698,i,0.2,nt,nt,3%,0.0%,nt
CCCOC(=O)c1c(NC(=O)/C=C/c2cnn(C)c2C)sc(C(=O)OCC)c1C,-8%,1,0.6%,nt,nt,i,0.5,56,-5,-3%,-0.7%,-10%
CCCc1cc2c(=O)c(-c3ccc4c(c3)OCCO4)coc2cc1OC(=O)c1ccco1,15%,1,0.0%,nt,nt,i,0.9,2,-5,-1%,1.1%,14%
CC(C)OC(=S)N/C(=N\S(=O)(=O)c1ccccc1)c1ccccc1,13%,1.1,-0.2%,-1,696,i,5.3,-11,-2,-1%,6.7%,10%
COc1cccc(C2c3c(oc4cc(C)c(C)cc4c3=O)C(=O)N2CCCN(C)C)c1 (stereo unspecified),3%,1.1,-0.4%,nt,nt,i,1.1,1,8,18%,1.7%,6%
CC(C)(C)CC(C)(C)c1ccc(OCC(=O)N/N=C/c2ccc(S(=O)(=O)O)o2)cc1,nt,nt,nt,-1,677,i,0.6,nt,nt,22%,1.0%,nt
Cc1ccccc1N=C1c2cc([N+](=O)[O-])ccc2-c2ncccc21,12%,0.9,0.0%,2,647,i,0.4,15,1,9%,3.5%,-1%
Cc1ccc(CNC(=O)C2CC2c2ccccc2)cc1 (stereo unspecified),0%,1.1,-0.6%,-2,750,i,0.7,-28,-14,2%,2.5%,3%
COc1ccc(CCNC(=O)CCN2C(=O)c3cccc4cccc(c34)C2=O)cc1OC,-5%,1.1,0.8%,3,679,i,0.3,2,-1,-5%,0.2%,-10%
COc1ccc(C(CCNCc2ccccc2)c2ccc(F)cc2)cc1 (stereo unspecified),5%,1.2,1.6%,-17,650,i,2.4,60*,32*,7%,5.8%,1%
C#CCOCCOCCOCCNc1nc(N2CCN(C(=O)C(Cc3ccc(O)cc3)n3cc(C(N)C(C)CC)nn3)CC2)nc(N2CCN(C(=O)C(Cc3ccc(O)cc3)n3cc(C(N)C(C)CC)nn3)CC2)n1 (stereo unspecified),-6%,1.3,-0.3%,5,745,i,1.1,-17,-8,5%,0.2%,-9%
COCc1nc(-c2ccc(-c3ccc(C)cc3)nc2OC)no1,-2%,1.1,1.6%,nt,nt,i,0.5,-2,-4,4%,0.8%,3%
CCOC(=O)c1nc(Nc2ccc(C(=O)OC)cc2)c2ccccc2n1,-12%,1,-3.2%,nt,nt,i,0.6,-2,-1,14%,0.7%,-12%
CC(C)(C)c1cc(NC(=O)NN2CCOCC2)nn1-c1c(Cl)cc(Cl)cc1Cl,nt,nt,nt,-11,635,i,0.5,nt,nt,-7%,-1.6%,nt
CCCCC1CCC(C(=O)N2CCOCC2)CC1 (stereo unspecified),-14%,1,-1.0%,4,737,i,0.1,-11,-12,-2%,0.2%,-16%
Cc1[nH]c(=O)[nH]c(=O)c1S(=O)(=O)N(CC(C)C)CC(C)C,-12%,1.1,-11%,-1,709,i,0.0,3,-2,5%,nt,-4%
COC(=O)c1ccc(OC(=O)c2nn(C)cc2Cl)c(OC)c1,-6%,1.1,-1.8%,nt,nt,i,0.5,3,5,4%,0.0%,-6%
CC(C)Oc1ccc(C2CCC(=O)NC2=O)cc1 (stereo unspecified),0%,1.1,1.4%,11,736,i,0.5,-8,-9,5%,3.3%,6%
Cn1c(SCc2cnc(-c3ccccc3)s2)nnc1C1COc2ccccc2O1 (stereo unspecified),18%,1.1,-0.4%,1,787,i,1.2,-4,6,-4%,3.7%,20%
CC(C)NC(=O)CSc1ccccc1C(=O)NCc1ccc2c(c1)OCO2,4%,1,-0.3%,8,797,i,0.6,-4,21,-1%,0.3%,7%
COC(=O)N/N=C/c1ccc(-c2cc(Cl)ccc2Cl)o1,8%,1,1.3%,0,577,i,0.4,12,8,5%,1.1%[50 µM],-6%
CC(C)CC(C(=O)OCC(=O)Nc1ncc(Cl)cc1Cl)N1C(=O)c2ccccc2C1=O (stereo unspecified),5%,1,-0.9%,nt,nt,i,0.7,-28,-2,4%,6.4%,1%
CC(C)C(c1nnnn1Cc1ccc(F)cc1)N1CCC(C(N)=O)CC1 (stereo unspecified),-23%,1,0.1%,18,677,i,0.4,4,-11,-5%,-0.6%,-15%
O=C(CCN1CCCCCC1)Nc1cccc(F)c1,-1%,1.1,2.8%,4,749,i,0.8,7,56,-1%,0.8%,-8%
CCCn1c(N)c(C(=O)CN2CCc3ccccc3C2)c(=O)n(C)c1=O,-26%,0.9,-7.3%,-33,669,i,0.9,-2,10,5%,-0.3%,-10%
COc1ccccc1CNC(=O)C(C)NS(=O)(=O)c1ccccc1 (stereo unspecified),3%,1.1,-1.9%,-1,635,nt,nt,-21,-8,0%,0.1%,-2%
COC(=O)C1=C(C)N(c2cc(C)cc(C)c2)/C(=C/c2ccc(O)cc2)C1=O,-6%,0.7,-2.0%,24,771,i,0.1,-5,4,4%,0.3%,-3%
CCCSc1nnc2nc(C)cc(C)n12,-3%,1.1,-1.4%,nt,nt,i,1.3,-1,1,-1%,1.7%,1%

(cont.)
smiles,PMI inhibitors,TNAP activation fold,ER stress rescue,Hep lipid drop,Hep lipid drop cells 6.5 µM,Myeloid diff 2,Myeloid diff 2 GFP+ MAC1+ %,WT yeast gro inh,WT yeast gro inh mutant strain,P. falciparum M1AAP,K1F lysis inhibition,PMI inhibition
O=C(C1CCN(S(=O)(=O)c2ccc(F)cc2)CC1)N1CC=C(c2ccccc2)CC1,20%,1.1,nt,-16,711,i,1.1,7,2,1%,-2.0%,3%
Cc1cccc(C)c1NC(=O)CC(NCc1ccco1)C(=O)O (stereo unspecified),8%,1.1,nt,-12,725,i,0.2,-8,-4,6%,0.1%,10%
CCO[C@H]1OC(C(=O)N2CCCCCCC2)=C[C@@H](C)[C@@H]1CCCO,-12%,1,0.2%,-18,773,i,1.1,-1,16,-11%,3.1%,-7%
COCCCNC(=O)c1c(-c2ccccc2)noc1C,-14%,1,1.3%,nt,nt,i,0.6,-9,-2,3%,-0.1%,4%
O=c1[nH][nH]c(-c2ccccc2)c1C=Nc1ccc(F)cc1F,-2%,1.8,nt,-10,701,i,0.3,-15,6,13%,0.0%,9%
COc1cccc(C(=O)CN(C(=O)c2ccc(Cl)c(Cl)c2)N2C(=O)C3CCCCC3C2=O)c1 (stereo unspecified),15%,1,-0.6%,-2,796,i,1.6,16,19,0%,-3.3%,3%
COc1ccccc1NC(=O)Cn1c(=O)sc2ccccc21,1%,1.1,-3.3%,-22,714,i,1.2,8,-12,0%,0.1%,2%

Source: PubChem
